GlmU inhibition: inhibition of mycobacterial GlmU enzyme – biochemical, glucosamine-1-phosphate acetyltransferase (AID 1376). M. tuberculosis GlmU acetyltransferase enzyme assay; higher % means a stronger effect. inhibition, %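 (tested at 30 µM in the primary screen)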, or IC50 in µM where a hit was titrated. hit rate 0.25% among 220,000; in the data active = inhibition above about 13%;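 also: 0% = complete reaction with vehicle and 100% = reaction without substrate; strong numbers were not always called active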
Mtb RmlCD inh: inhibitors of Mycobacterium tuberculosis RmlC and RmlD coupled enzymes | AID 1533 | inhibition, % at 3.6 µM | hit rate 0.03% among 160,000 | RmlC+RmlD coupled enzyme assay, percent inhibition; primary screen in compound mixtures; in the data active = inhibition mostly above about 34%, no sharp cut-off; also: some results filed as inactive read as strong as hits
Target sequence (P9WH09 whole entry, looked up): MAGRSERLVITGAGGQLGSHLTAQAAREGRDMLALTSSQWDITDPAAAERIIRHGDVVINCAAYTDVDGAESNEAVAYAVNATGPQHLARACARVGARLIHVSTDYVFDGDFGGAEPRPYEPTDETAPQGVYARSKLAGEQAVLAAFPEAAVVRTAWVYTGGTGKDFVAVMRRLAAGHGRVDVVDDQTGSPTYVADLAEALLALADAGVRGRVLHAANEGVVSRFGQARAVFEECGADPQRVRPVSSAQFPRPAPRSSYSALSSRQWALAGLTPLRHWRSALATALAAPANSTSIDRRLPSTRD
Target sequence (P9WH11 whole entry, looked up): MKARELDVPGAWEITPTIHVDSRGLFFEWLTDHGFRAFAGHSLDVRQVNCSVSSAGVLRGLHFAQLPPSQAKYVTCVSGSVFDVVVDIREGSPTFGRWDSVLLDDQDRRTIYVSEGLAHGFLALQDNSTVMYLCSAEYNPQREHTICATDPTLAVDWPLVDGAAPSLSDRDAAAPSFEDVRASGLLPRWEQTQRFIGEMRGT
The depositor's hits bear a star; nt = no result given. An excerpt; rates above refer to the full screens.

SMILES | GlmU inhibition | Mtb RmlCD inh
CC(=O)Nc1nn(C)c2nc(C)cc(C)c12 | -4.1% | 12
CC1Oc2ccccc2N(CC(=O)NCCc2ccccc2)C1=O (stereo unspecified) | 2.2% | nt
CC(=O)CC(=O)Nc1ccc2ccccc2c1 | 2.9% | 4
CC(C)(C)NC(=O)COC(=O)c1cc(Cl)ccc1[N+](=O)[O-] | 5.9% | 9
CCCCNC(=O)CCCCC(=O)N/N=C/c1cccc(Cl)c1 | 0.3% | -4
CN(C)c1nc(-c2ccc([N+](=O)[O-])cc2)cs1 | 1.5% | -2
COc1ccc(C)cc1NS(=O)(=O)c1cc(C)ccc1C | 1.9% | nt
COc1cccc(CN2CCN(Cc3ccc(O)c(OC)c3)CC2CCO)c1 (stereo unspecified) | -0.5% | -8
COC(=O)c1ccc(CSc2nnc(-c3ccncc3)n2Cc2ccccc2)o1 | -1.8% | nt
COc1ccc(NS(=O)(=O)c2ccc(OC)c(NC(=O)CCC3CCCCC3)c2)cc1 | -2.6% | 66

Four entries from above, as labelled records.
CC(=O)CC(=O)Nc1ccc2ccccc2c1
  GlmU inhibition: 2.9%
  Mtb RmlCD inh: 4

CC(C)(C)NC(=O)COC(=O)c1cc(Cl)ccc1[N+](=O)[O-]
  GlmU inhibition: 5.9%
  Mtb RmlCD inh: 9

CCCCNC(=O)CCCCC(=O)N/N=C/c1cccc(Cl)c1
  GlmU inhibition: 0.3%
  Mtb RmlCD inh: -4

CN(C)c1nc(-c2ccc([N+](=O)[O-])cc2)cs1
  GlmU inhibition: 1.5%
  Mtb RmlCD inh: -2

The results go on:
SMILES | GlmU inhibition | Mtb RmlCD inh
COc1cccc(CN2C(=O)c3ccccc3C2C(=O)NCC2CCCO2)c1 (stereo unspecified) | -5.6% | 13
Cc1nnc(Sc2cc(NCCO)c([N+](=O)[O-])c3nonc23)s1 | 1.7% | -6
COc1ccc2ncc(S(=O)(=O)c3ccccc3)c(N3CCN(c4ccccc4)CC3)c2c1 | 5.2% | 3
O=C(NCCOc1ccccc1)C1Nc2ccc(C(F)(F)F)cc2C2c3ccccc3CC12 (stereo unspecified) | 5.0% | nt
COc1ccc(-c2nnc3ccc(SCC(=O)NCC4CCCO4)nn23)cc1 (stereo unspecified) | -16% | 2
CC1(OC(=O)C2CCCC2)C(=O)C=C2C=C(c3ccsc3)N(CCCCO)C=C2C1=O (stereo unspecified) | 5.8% | -8
Cc1ccc(OCCOCCOc2cccc3cccnc23)c(Br)c1 | 4.7% | -5
O=C(Nc1ccn(Cc2ccccc2F)n1)c1ccc(COc2cc(Cl)ccc2Cl)o1 | -0.1% | -10
O=C(Nc1nc2c(ccc3ccccc32)s1)c1ccco1 | 3.9% | 10
Cc1nn(-c2ccccc2)c(C)c1C(=O)NCc1cccs1 | -6.0% | 6
CCOC(=O)CCC(NC(=O)c1ccccc1C(=O)NC(CCC(=O)OCC)C(=O)OCC)C(=O)OCC (stereo unspecified) | 3.8% | -1
Cc1ccc(S(=O)(=O)N2CCCC2C(=O)NC2=NCCS2)cc1 (stereo unspecified) | 2.9% | nt
COc1ccc(OC)c(S(=O)(=O)N2CCCCCC2)c1 | -1.1% | nt
O=C(NC(=S)Nc1ccc(S(=O)(=O)N2CCOCC2)cc1)c1ccccc1[N+](=O)[O-] | 7.0% | 4
COc1ccc(OCCCC(=O)NCc2ccco2)cc1 | 0.2% | 11
CS(=O)(=O)N(CC(=O)NCc1ccco1)c1ccc(Cl)c(C(F)(F)F)c1 | 2.6% | nt
CC1=NN(c2ccccc2)C(=O)C1N=Nc1ccc(C)cc1 (stereo unspecified) | -2.5% | -5
COc1cccc(/C=C/C(=O)NCCc2ccc(OC)c(OC)c2)c1 | 0.5% | -8
COc1ccc(-c2nn(-c3ccccc3)cc2C(=O)Nc2nccs2)cc1OC | -5.3% | nt
NC(=NC(=O)c1ccc(OCC(F)(F)F)nc1)c1ccc(Cl)cc1 | 0.5% | 6
CSc1nc2nc3c(cc2c(=O)[nH]1)C(O)Oc1ccc(C)cc1-3 (stereo unspecified) | 1.7% | 6
CCOC(=O)N1CCN(CC(=O)c2ccc3c(c2)CCN3)CC1 | 3.0% | -8
CC1CC2C3CCC4=CC(=O)C=CC4(C)C3(F)C(O)CC2(C)C1(O)C(=O)CO (stereo unspecified) | -1.9% | 16
COc1ccc(-c2cc(C(=O)NN)[nH]n2)cc1 | -3.1% | 13
O=[N+]([O-])c1ncn(Cc2ccccc2Cl)n1 | 7.8% | -7
O=C(CSc1nc2ccccc2nc1SCC(=O)N1CCOCC1)N1CCOCC1 | -1.9% | -4
COc1cc2c(cc1OC)CN(C(=S)Nc1ccc(Cl)cc1)CC2 | -4.8% | nt
O=[N+]([O-])c1cc(S(=O)(=O)N2CCCCCC2)ccc1Cl | 1.2% | nt
O=c1[nH]c2ccccc2nc1/C=C(\O)C(F)F | -2.0% | nt
Cc1cc(C(=O)OCC(=O)Nc2cccnc2Cl)c2ccccc2n1 | -3.4% | 12
O=C(Nc1ccc(S(=O)(=O)NCCc2ccccc2)cc1)c1ccc(Br)o1 | 0.3% | -6
O=C(Nc1cccc(S(=O)(=O)N2CCOCC2)c1)c1cc2c(s1)CCC2 | 3.6% | 101
CCCc1nc2sc3ccccc3c(=O)c2c(=O)n1Cc1ccc(OC)cc1 | 5.1% | nt
Cc1ccccc1C(=O)NC(=S)Nc1ccccc1[N+](=O)[O-] | 1.9% | nt
CC(Oc1ccc(-c2ccccc2)c(F)c1)c1ccn(S(=O)(=O)c2ccc(Cl)cc2)n1 (stereo unspecified) | -0.1% | -3
CCCCCCC(N)CC(=O)O (stereo unspecified) | 8.6% | -10
COc1ccc(S(=O)(=O)N(CCc2ccccc2)CC(=O)NCCCO)cc1 | -1.4% | nt
Cc1cccc(C(=O)c2cnc3ccccc3c2-c2ccccc2)c1 | -5.0% | -4
CCOc1ccc(-c2nc(C#N)c(NCc3ccc4c(c3)OCO4)o2)cc1 | 6.9% | 7
CC1(C(=O)OCC(=O)NC(=O)NCc2ccccc2)CC1(Cl)Cl (stereo unspecified) | -0.9% | 7

Arranged by formula weight (descending): part of the list above.
SMILES | GlmU inhibition | Mtb RmlCD inh
O=C(Nc1ccc(S(=O)(=O)NCCc2ccccc2)cc1)c1ccc(Br)o1 | 0.3% | -6
COc1ccc(S(=O)(=O)N(CCc2ccccc2)CC(=O)NCCCO)cc1 | -1.4% | nt
CCCc1nc2sc3ccccc3c(=O)c2c(=O)n1Cc1ccc(OC)cc1 | 5.1% | nt
CCOc1ccc(-c2nc(C#N)c(NCc3ccc4c(c3)OCO4)o2)cc1 | 6.9% | 7
CC1(C(=O)OCC(=O)NC(=O)NCc2ccccc2)CC1(Cl)Cl (stereo unspecified) | -0.9% | 7
Cc1cccc(C(=O)c2cnc3ccccc3c2-c2ccccc2)c1 | -5.0% | -4
Cc1ccccc1C(=O)NC(=S)Nc1ccccc1[N+](=O)[O-] | 1.9% | nt

Continued:
SMILES | GlmU inhibition | Mtb RmlCD inh
O=c1ccc2cc3c([nH]c4ccc(Br)cc43)oc-2c1O | 2.9% | 8
Cc1cccc(C)c1OCC(O)CN1CCN(c2ccccc2)CC1 (stereo unspecified) | -1.7% | 7
COc1cc(C(=O)O/N=C(\N)c2ccc([N+](=O)[O-])cc2)cc(OC)c1OC | -1.1% | 2
CCc1ccccc1NC(=O)Cn1cccc1C1=NC(c2ccccc2)CO1 (stereo unspecified) | -0.9% | 4
CC(C)c1cc(C(F)(F)F)n2nc(C(=O)O)cc2n1 | 3.4% | -6
CCC1(C(=O)OC)NC(c2ccccc2OC)C2C(=O)N(C)C(=O)C21 (stereo unspecified) | 1.2% | nt
Nc1nc(NCC2CCCO2)nc(Nc2cccc(F)c2)c1[N+](=O)[O-] (stereo unspecified) | 5.9% | -10
COc1ccc(CNC(=O)CCSCc2ccc(C)cc2)cc1 | -0.3% | 2
CC(=O)Nc1ccc(NC(=O)C(Sc2ccccc2)c2ccccc2)cc1 (stereo unspecified) | -2.6% | 13
CCOc1ccc(NC(=O)CSc2nnc(-c3ccncc3)n2CC2CCCO2)cc1 (stereo unspecified) | 2.4% | nt
Cc1cc(-c2ccccc2)nc(N(C)NC(=O)C(C)(C)C)c1S(C)(=O)=O | 2.8% | 35
CC/S(=N\S(=O)(=O)c1ccc(C)cc1)c1ccccc1 (stereo unspecified) | -1.8% | -3
COc1ccc(/C=C/C(=O)O)cc1Cl | -1.8% | nt
CC(C)c1nc(CNC(=O)CC2C(=O)NCCN2Cc2ccoc2)cs1 (stereo unspecified) | 0.9% | -13
CCn1c(O)c(N=NC(=O)c2cccc(S(=O)(=O)N3CCCCC3)c2)c2ccccc21 | -2.9% | nt
O=C(Nc1ncccc1O)c1cccc(S(=O)(=O)N2CCc3ccccc32)c1 | 7.2% | nt
O=C(NNS(=O)(=O)c1ccc(F)cc1)C1CCN(Cc2cccc(F)c2)CC1 | -4.4% | 11
CC(C)C(C)(C#N)NC(=O)CSc1nnc(-c2ccccc2)o1 (stereo unspecified) | 1.5% | nt
CC(C)(C)NC(=O)CCN(/N=C/c1ccc([N+](=O)[O-])o1)C1=NS(=O)(=O)c2ccccc21 | 2.5% | -10
Cc1cc(/C=C2/C(=O)NC(=O)N(C)C2=O)c(C)n1-c1ccccc1 | 2.0% | 10
COc1ccc(-c2cc(C(F)(F)F)nc(N3CCN(c4ccc(F)cc4)CC3)n2)cc1OC | nt | 7
Cc1c(N=C2SCC(=O)N2/N=C/c2ccccc2)c(=O)n(-c2ccccc2)n1C | 0.0% | -6
OC(CN1C2=NCCN2c2ccccc21)c1ccc(Br)cc1 (stereo unspecified) | -1.4% | 41
CCOC(=O)C1CCCCN1C(=O)CCc1c(C)nc2ncnn2c1C (stereo unspecified) | 0.3% | -5
CCOC(=O)C1CCN(C(=O)c2ccc(NS(=O)(=O)c3ccc(F)cc3C)cc2)CC1 | -4.1% | -15
CC(C)c1nnc(SCC(=O)N2CCc3ccccc32)n1C | 5.9% | -14
Cc1ccccc1OCCC(=O)Nc1c(C)n(C)n(-c2ccccc2)c1=O | 4.6% | 13
CCn1c(SCC(=O)N2CCc3ccccc32)nnc1-c1ccncc1 | 6.1% | nt
Cc1cc(Oc2ccc(=O)n(C)n2)nc(Oc2ccc(=O)n(C)n2)n1 | -6.6% | -6
CC(C)(C)NC(=O)CN(C(=O)CNC(=O)c1cccs1)c1ccc2c(c1)OCCO2 | -0.4% | 11
COc1cc(NC(=O)CSc2nc3cc(C)ccc3cc2C)c(C(=O)O)cc1OC | 4.3% | 9
O=c1[nH]c2cc3c(cc2cc1CN(CCO)S(=O)(=O)c1ccccc1)OCCO3 | 0.7% | 0
CC(=O)N1N=C(c2ccc(C)o2)CC1c1ccc(F)cc1 (stereo unspecified) | -5.0% | 11
Cc1ccc(OCC(=O)NNC(=O)CSc2ncnc3sc(C)c(C)c23)cc1 | 6.5% | -7
CS(=O)(=O)N1CCN(c2ccc(C(=O)N3CCOCC3)cc2[N+](=O)[O-])CC1 | -1.1% | 3
C=CCN1C(=O)/C(=C\C=C2\N(C)c3ccccc3C2(C)C)SC1=S | 1.9% | nt
CCn1c(SCC(=O)OC2CCCCC2)nc2ccccc2c1=O | 5.1% | nt
CCCCCCOc1ccc(C(=O)O)cc1C#N | 0.1% | nt
CSc1nc(-c2ccccc2)nc2c1COC(C)(C)C2 | 1.7% | 15
CCc1ccc(C(CC(=O)c2ccc(Cl)cc2)C(=O)O)cc1 (stereo unspecified) | 5.5% | nt
CNC(=O)c1ccccc1NC(=O)c1cccc(S(=O)(=O)N2CCC(C)CC2)c1 | 1.5% | 8
CC(=O)N1CCCc2ccccc21 | 3.1% | nt
CC1CN(C(=O)c2cc3cc([N+](=O)[O-])ccc3s2)CC(C)O1 (stereo unspecified) | 2.8% | -12
O=C(C(=O)N1CCC2(CC1)OCCO2)c1c[nH]c2ccccc12 | 5.5% | 3
NS(=O)(=O)c1ccc(NC(=O)C(Sc2ccccc2)c2ccccc2)cc1 (stereo unspecified) | -1.8% | 9
Cc1cc(C)n2nc(-c3sccc3-n3cccc3)cc2n1 | -1.6% | nt
Clc1ccc(Cn2ccc(C3CC3)n2)cc1 | -0.7% | -7
Cc1cc(C)c2[nH]c(=O)c(C(c3nnnn3Cc3ccc4c(c3)OCO4)N3CCCC3)cc2c1 (stereo unspecified) | -1.9% | -10
COc1ccc(OC)c(NC(=O)C2CC(=O)N(c3ccc(Br)cc3)C2)c1 (stereo unspecified) | -1.9% | 8
Cc1ccc(C(=O)NCC(=O)O)o1 | 1.6% | -7

Next section.
SMILES | GlmU inhibition | Mtb RmlCD inh
COc1coc(C(O)C[N+](=O)[O-])cc1=O (stereo unspecified) | -3.8% | nt
CCCNC(=S)NNC(=O)c1cccs1 | 3.5% | 2
COc1cc(OC)c2c(-c3ccccc3)cc(=O)oc2c1C(CCN1CCCC1)c1ccc2c(c1)OCO2 (stereo unspecified) | -12% | nt
Cn1c(SCC(=O)N/N=C/c2cccnc2)nnc1-c1ccccc1 | -8.9% | -5
CNC(=O)CS(=O)CC(=O)Nc1cc(OCCOC)c(Cl)cc1Cl (stereo unspecified) | 0.9% | 3
COc1ccc(C2(C)NC(=O)N(Cc3cc(Cl)cc4c3OCOC4)C2=O)cc1OC (stereo unspecified) | 2.2% | nt
COc1cc(NC(=O)C/C(C)=N/NC(=O)Cc2ccccc2)c(OC)cc1Cl | -1.0% | nt

Source: PubChem (several laboratories)
